PI5P4Ka inh: blocks human PI5P4K alpha kinase activity; max response, %; P48426; PI5P4Kalpha enzyme, ADP-Glo luminescence, 60 min; stronger effect = lower value; 1.2% of 330,000 active; AID 652105; active = max response of -50% or lower; inconclusive = between -30% and -50%; inactive = -30% or higher; also: value at the top dose of about 77 µM; % is scaled to controls: 0 for no effect and ±100 for the full control effect
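Quantitative HTS of the MLSMR library against PI5P4Kalpha with substrate. ATP added last at 5 microM final; room temperature, 60 minutes. Remaining ATP depleted, ADP converted and read as luminescence.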
PLK1 PBD inh: blocks phosphopeptide binding to human PLK1 polo-box domain. P53350. Plk1 PBD binding of FITC phosphopeptide, fluorescence polarization. Potency, µM, for inactives: max response, negative = inhibition, usual class: inhibitors. 2.8% of 360,000 active. AID 720504; also: potency is read from the fitted curve at half-maximal effect; series mostly up to about 57 µM; % is scaled to controls: 0 for no effect and ±100 for the full control effect; nearly all actives have a fitted effect of over 65% in size
EPAC1 antagonist: EPAC1 (human) antagonism; O95398; EPAC1 GEF assay, Rap1b-BODIPY-GDP exchange fluorescence; Potency, µM (highest dose often 115 µM), inactives show at the top dose activity change, negative = inhibition, hits mostly inhibitors; 0.14% of 360,000 active; AID 720709;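 also: potency is read from the fitted curve at half-maximal effect; plate controls were vehicle for no effect and positive control for full effect; nearly all actives have a fitted effect of over 50% in size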
Target sequence (O95398 whole entry, looked up): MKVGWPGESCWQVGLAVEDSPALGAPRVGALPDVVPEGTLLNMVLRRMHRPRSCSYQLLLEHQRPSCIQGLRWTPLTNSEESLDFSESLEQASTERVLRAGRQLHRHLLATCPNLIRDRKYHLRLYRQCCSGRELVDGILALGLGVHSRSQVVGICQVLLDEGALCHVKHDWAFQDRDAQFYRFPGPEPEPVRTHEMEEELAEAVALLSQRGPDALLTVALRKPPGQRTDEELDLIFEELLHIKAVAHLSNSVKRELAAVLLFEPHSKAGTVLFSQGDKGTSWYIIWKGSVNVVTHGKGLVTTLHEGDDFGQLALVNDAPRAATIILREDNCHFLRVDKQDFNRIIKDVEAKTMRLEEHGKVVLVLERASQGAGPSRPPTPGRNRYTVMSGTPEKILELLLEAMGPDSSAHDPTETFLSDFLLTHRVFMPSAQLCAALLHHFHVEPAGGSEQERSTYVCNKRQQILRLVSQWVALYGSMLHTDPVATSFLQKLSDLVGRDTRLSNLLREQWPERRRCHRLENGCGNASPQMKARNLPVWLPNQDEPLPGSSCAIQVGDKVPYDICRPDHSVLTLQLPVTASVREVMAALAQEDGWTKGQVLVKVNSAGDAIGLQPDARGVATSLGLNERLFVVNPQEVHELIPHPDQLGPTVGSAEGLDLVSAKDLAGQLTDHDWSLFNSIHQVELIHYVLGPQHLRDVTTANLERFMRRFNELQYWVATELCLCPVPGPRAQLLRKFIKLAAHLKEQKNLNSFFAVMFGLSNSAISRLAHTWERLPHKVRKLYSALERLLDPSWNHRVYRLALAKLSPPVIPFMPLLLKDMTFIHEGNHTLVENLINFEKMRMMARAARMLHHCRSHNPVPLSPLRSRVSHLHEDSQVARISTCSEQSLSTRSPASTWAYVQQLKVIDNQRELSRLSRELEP
WRN helicase inh: inhibitors of human WRN helicase; WRN helicase unwinding, fluorescent forked duplex, kinetic; AID 651768; Potency, µM (series often up to 114 µM), for the others: at the top dose activity change, negative = inhibition, actives largely listed as inhibitors; 0.46% of 360,000 active; also: potency is read from the fitted curve at half-maximal effect; % is scaled to controls: 0 for no effect and ±100 for the full control effect; nearly all actives have a fitted effect of over 55% in size
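WRN at 20 nM final was preincubated with compound for 15 min at room temperature; reaction started with 100 nM forked duplex oligonucleotide carrying fluorophore and quencher plus 2 mM ATP (final). Unwinding followed kinetically by red fluorescence (ex 525/em 598 nm).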
CCT chaperon mod: modulators of cytosolic chaperonin (CCT/TRiC) activity. activity change, % (concentration not given with the values), hits read low. AID 651819. purified chaperonin ATPase assay, HTRF ADP detection, 30 min. 0.3% of 360,000 active; in the data active = activity change below about -30%; also: % is scaled to controls: 0 for no effect and ±100 for the full control effect
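ATPase activity: ADP formed was measured by HTRF Transcreener (665/615 nm ratio) after 30 min at 37 deg C with 10 uM ATP. Compounds screened at one 76 uM concentration against 40 or 20 nM TRiC in Tris pH 7.4/KCl/MgCl2/DTT buffer.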
MmCpn inh: inhibitors of Methanococcus maripaludis chaperonin (MmCpn); purified Mm-Cpn ATPase, ADP Transcreener TR-FRET; Potency, µM (series often up to 76.9 µM), inactives show at the top dose activity, negative = inhibition, hits mostly inhibitors; 0.031% of 330,000 active; AID 504842; also: potency is read from the fitted curve at half-maximal effect; % is scaled to controls: 0 for no effect and ±100 for the full control effect; nearly all actives have a fitted effect of over 80% in size
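Purified archaeal chaperonin (25 nM final) was preincubated with compound for 10 min at 37°C, then ATP (10 uM final) was added for 30 min at 37°C in Tris pH 7.4/KCl/MgCl2/DTT buffer. ADP was quantified by HTRF Transcreener TR-FRET.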
EPAC1 agonist: activates human EPAC1 exchange factor. AID 720707. EPAC1 agonist qHTS, biochemical assay; response scale: 100% = response to 6.5 mM cAMP. 0.073% of 360,000 active. Potency, µM (top dose mostly 154 µM), inactives show at the top dose activation, most hits filed as activators; also: potency is read from the fitted curve at half-maximal effect; nearly all actives have a fitted effect of over 60% in size
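Nucleotide exchange by EPAC1 (100 nM) on Rap1B–BODIPY-GDP (250 nM) in the presence of 50 uM GDP is tracked fluorescently at 480/540 nm over 30 min. Signals are normalized to a 6.5 mM cAMP control.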
EPAC2 antag: blocks human EPAC2 exchange factor | EPAC2 GEF exchange of Rap1B-BODIPY-GDP, fluorescence | Potency, µM (highest dose often 114 µM), inactives show at the highest dose activity, negative = inhibition, actives largely listed as inhibitors | 0.18% of 360,000 active; also: potency is read from the fitted curve at half-maximal effect; % is scaled to controls: 0 for no effect and ±100 for the full control effect; nearly all actives have a fitted effect of over 45% in size; many of its hits are not listed in these tables
An asterisk follows results filed as active; ? = inconclusive; · = not tested or not shown; [ ] = remark or other dose. Unless noted, calls follow the shape of the dose curve; as a rule, active = well fitted curve in the direction sought with a large enough effect; inconclusive = small, poorly fitted or top-dose-only effect, or another doubt; inactive = no such curve, though single readings can be large; an effect the other way counts as inactive or inconclusive. Not all compounds are listed; count on the stated rates, not on these rows.

| SMILES | PI5P4Ka inh | PLK1 PBD inh | EPAC1 antagonist | WRN helicase inh | CCT chaperon mod | MmCpn inh | EPAC1 agonist | EPAC2 antag |
| --- | --- | --- | --- | --- | --- | --- | --- | --- |
| CCC(C(=O)NC(C)(C)C)N(Cc1ccccc1Cl)C(=O)c1snc(C(N)=O)c1N (stereo not given) | 1 | -5% | -2% | 0% | -0.4 | -4% | 5% | 2% |
| CC(O)[C@H]1CC[C@H]2[C@@H]3CC[C@H]4C[C@@H](O)CC[C@]4(C)[C@H]3/C(=N/O)C[C@]12C (stereo not given in full) | 18 | 2% | -10% | 1% | 0.1 | -3% | -13% | 4% |
| O=S(=O)(c1ccc(-c2csc(-c3cccnc3)n2)cc1)N1CCCC1 | -8 | -13% | -14% | -10% | 1.3 | -12% | -3% | -1% |
| O=C(Nc1ccccc1[N+](=O)[O-])c1ccc(S(=O)(=O)N2CCCC2)cc1 | 1 | -6% | -29% | 1% | -0.8 | -1% | -22% | -1% |
| COc1cc(C2C=C(C34CC5CC(CC(C5)C3)C4)NC(=S)N2)cc(OC)c1OC (stereo not given) | -1 | -16% | -2% | -6% | 0.1 | 1% | 15% | -4% |
| COC(=O)CCCC1=CC2=CC(=O)C(C)(OC(=O)c3cccs3)C(=O)C2=CN1CCc1c[nH]c2ccccc12 (stereo not given) | -29 | -20% | -9% | -4%[57.1 µM] | 2.4 | -1% | -8% | 2% |
| COc1cc(C)c(Br)cc1S(=O)(=O)NCCN1CCOCC1 | -2 | -11% | -16% | 14% | -0.6 | 0% | 13% | -3% |
| CN(CC(=O)Nc1ccc(F)c(F)c1F)C(=O)c1cc(S(=O)(=O)N(C)C)ccc1N1CCCC1 | 0 | -14% | -3% | -1% | -0.1 | · | -7% | 2% |
| N/C(COc1cccc(Cl)c1)=N\NS(=O)(=O)c1ccccc1 | 0 | -2% | 6% | -10% | 2.1 | 0% | -8% | 5% |
| Cc1ccc(CC(=O)NC2CCCc3ccccc32)cc1C (stereo not given) | -2 | -8% | -23% | -31% | -0.8 | 0% | 5% | 2% |
| CC1CN(C(=O)c2cc(Br)c(Br)s2)CC(C)O1 (stereo not given) | -6 | 4% | 3% | 3% | 0.8 | -15% | 6% | -7% |
| Nc1nc(SCC(=O)NCc2ccc(F)cc2)[nH]c(=O)c1NC(=O)c1ccc(Cl)cc1 | -13 | -5% | -2% | -4% | 0.5 | 1% | 5% | 15% |
| COc1cc(CNC[C@H]2O[C@@H](n3ccc(N)nc3=O)[C@H](O)[C@@H]2O)ccc1OCc1cccc(Cl)c1 | 8 | 2% | -3% | -3% | 1.2 | · | -2% | -5% |
| Cn1ccnc1SCc1cc(=O)[nH]c2ccccc12 | · | -2% | 4% | 0% | -1.4 | 1% | -4% | 0% |
| CC(=O)c1cccc(N(CC(=O)NCC2CCCO2)C(=O)CCC(=O)Nc2cc(C)on2)c1 (stereo not given) | 0 | -6% | -5% | 3% | -1.1 | 0% | 6% | -1% |
| Cc1ccc2c(c1)C1C=CCC1C(C(=O)NCCCN1CCOCC1)N2 (stereo not given) | -1 | -12% | 9% | -1% | -0.8 | · | -1% | 11% |
| c1ccc(-c2nnc(SCc3nc4ccccc4[nH]3)n2Cc2ccco2)nc1 | · | -5% | 3% | -3% | 0.4 | 3% | 6% | 3% |
| CSc1ccccc1NC(=O)COC(=O)c1ccc(-n2nc(C)cc2C)cc1 | -11 | -3% | -5% | -12% | -4.6 | -2% | 8% | -10% |
| CCCCN(C)CCC(=O)Nc1ccc(Cl)cc1 | 1 | -21% | 6% | -15% | -0.4 | 1% | 4% | 8% |
| OCCOCCNc1ncnc2nc[nH]c12 | -4 | -5% | 7% | -5% | -1.3 | 2% | -10% | 20% |
| Cc1noc(C)c1COC(=O)c1cc(S(=O)(=O)N2CCOCC2)ccc1Cl | 10 | -5% | -20% | -15% | -3.7 | 0% | -2% | -21% |
| CC(C)CN(C(=O)COC(=O)CCc1c[nH]c2ccccc12)C1CCS(=O)(=O)C1 (stereo not given) | 0 | -3% | 6% | -6% | -1.4 | 0% | 1% | -1% |
| COc1ccccc1/C=N/NC(=O)c1cccc(NC(=O)c2ccccc2C)c1 | -4 | -7% | -5% | 3% | -0.6 | -1% | 10% | 3% |
| Cc1coc2cc3oc(=O)c(CCC(=O)O)c(C)c3cc12 | -18 | -5% | -15% | -27% | 1.6 | -4% | 0% | -12% |
| CCOc1ccc(NC(=O)COC(=O)CN2CCCCCC2=O)cc1 | -4 | 4% | -4% | -4% | 0.5 | 0% | -1% | 12% |
| CCN1CCN(C(=O)/C=C\C(=O)O)CC1 | 3 | -8% | -10% | 5% | -3.9 | 2% | 2% | -8% |
| CCCNC(=O)NC(=O)COC(=O)/C=C/c1cc(Br)ccc1F | 1 | -4% | 6% | 1% | 0.0 | -2% | -7% | 9% |
| Cc1cc(NC(=O)CSc2nccn2C)no1 | -10 | -12% | -5% | -2% | -2.1 | 0% | -4% | 7% |
| COc1ccc(Cl)cc1NS(=O)(=O)c1c(C)nc2sccn2c1=O | 1 | -1% | -2% | -6%[11.6 µM] | -0.3 | -2% | -14% | 2% |
| O=C(C[C@H]1C/C=C\CCC(=O)O[C@@H](c2ccccc2)CNC1=O)NCCO | -3 | -4% | 4% | -9% | -2.0 | 1% | 5% | -16% |
| Cc1ccc(NC(=O)C2CCN(S(=O)(=O)c3ccc4c(c3)OCCCO4)CC2)nc1 | 1 | -7% | -11% | -15% | -1.1 | -2% | ? | -9% |
| CCN(CC)S(=O)(=O)c1ccc(N2CCOCC2)c(NC(=O)c2ccc(N3CCCC3=O)cc2)c1 | 8 | -10% | -12% | -3% | -0.7 | -2% | 0% | -13% |
| CC(C)(C)[C@H]1C=C(C(=O)O)O[C@@H](OCc2ccc(CO)cc2)C1 | 5 | -16% | -5% | -2% | -6.2 | · | -2% | 2% |
| C/C(=N\NC(=O)CCc1c[nH]c2ccccc12)c1cccc([N+](=O)[O-])c1 | -15 | -1% | -6% | -4% | 1.7 | 1% | -7% | 2% |
| O=C(NCc1ccccc1)C1=C[C@@H](c2coc3ccccc3c2=O)C[C@@H](OCc2ccc(CO)cc2)O1 | -6 | 7% | -6% | 1% | -1.2 | · | 3% | 4% |
| Cc1cc2nc(-c3ccco3)cc(C(F)(F)F)n2n1 | 0 | -6% | 11% | -8% | -0.1 | 2% | 2% | -5% |
| CCOc1ccc2nc3cc(NCc4ccc(OC)cc4)ccc3c(N)c2c1 | ? | ? | 7% | 35µM* | 0.9 | -1% | 2% | -17% |
| O=C1COc2ccc(-c3n[nH]c(=O)c4ccccc34)cc2N1 | -3 | -7% | -16% | 8% | -2.7 | 2% | 3% | 3% |
| Cc1ccc(S(=O)(=O)N2C[C@H]3[C@H]4C(=O)N(C5CCCCC5)C(=O)[C@H]4CC(=O)[C@H]3[C@@H]2c2ccccc2Cl)cc1 | 2 | 6% | -22% | -2% | -0.6 | · | -4% | 3% |
| COc1ccc(C(=O)n2nc(C)cc2C)cc1Br | · | -4% | -5% | 3% | -3.0 | 1% | 9% | -4% |
| CC1(C(=O)NS(=O)(=O)Cc2cccc(Cl)c2)CCN1C(=O)CC1CCCC1 (stereo not given) | -2 | -4% | 8% | 5% | 0.5 | · | -16% | 1% |
| O=C(CSc1nc2[nH]ncc2c(=O)n1-c1ccc(Cl)c(Cl)c1)NCc1ccccc1Cl | -13 | -7% | -17% | 13% | 0.2 | 1% | 2% | -21% |
| COc1ccc(OC)c(Nc2nc(-c3ccccc3O)nc3ccccc23)c1 | 32 | -7% | -16% | -1% | -2.5 | -9% | 8% | 2% |
| CC(NC(=O)c1cccnc1)C(c1cccs1)N1CCOCC1 (stereo not given) | -6 | 0% | -6% | 7% | -2.3 | 0% | -5% | 14% |
| CCOC(=O)C1CCN(C(=O)C2(NC(=O)Nc3ccccc3C)CCCCC2)CC1 | 2 | -7% | -5% | -10% | -0.6 | -7% | -2% | 17% |
| COc1ccc(NC(=O)CN2C(=O)NC(C)(Cc3ccc(OC)c(OC)c3)C2=O)cc1 (stereo not given) | 2 | 1% | 18% | 19% | 0.9 | · | -2% | 13% |
| Cc1cc2nc(-c3ccc(SCC(=O)Nc4nccs4)nc3)[nH]c2cc1C | -5 | -6% | -11% | 0% | -4.5 | 0% | -5% | 7% |
| COc1ccccc1NC(=O)COC(=O)CNC(=O)C1CCCCC1 | 1 | -9% | 21% | 13% | -2.2 | -4% | 7% | -6% |
| CCOC(=O)C1(C)CCCN(C(=O)c2ccc(F)cc2Cl)C1 (stereo not given) | -1 | 3% | 5% | 9% | -0.2 | · | -1% | 22% |
| CN(C(=O)c1cccc(C#CC(C)(C)O)c1)C1CCCN(Cc2ccccc2F)C1 (stereo not given) | 0 | -2% | 21% | 5% | 0.4 | -2% | -1% | 10% |
| Cc1ccc(NC(=O)C2CCCN2C(=O)OCc2ccccc2)cc1C (stereo not given) | 2 | 3% | 8% | 3% | -0.2 | 4% | -4% | 2% |
| Oc1ccccc1C=NNC(=S)NC1CC2C=CC1C2 (stereo not given) | -16 | -2% | ? | -11% | -1.2 | · | 6% | ? |
| c1coc(CNc2nc(-c3cccs3)cs2)c1 | 2 | -23% | -3% | -9% | -3.4 | -28% | 4% | -6% |
| C=CCc1c(C)nc(-c2ccccc2)nc1N/N=C/c1ccncc1 | -3 | 2% | -8% | -10% | 0.6 | -3% | -12% | -5% |
| CCOC(=O)C1CCCN(C2CC(=O)N(c3ccc(C(C)C)cc3)C2=O)C1 (stereo not given) | 11 | -8% | 5% | 3% | -3.0 | -1% | -5% | 4% |
| CCCC(=O)Nc1ccccc1N1CCN(C(=O)c2ccccc2)CC1 | 2 | -1% | 10% | -12% | 2.7 | -1% | -7% | 13% |
| CCOc1ccc(C(=O)NCC(=O)Nc2ccncc2)cc1OCC | -5 | 6% | 9% | -2% | 0.4 | -6% | -6% | -2% |

Entries of single compounds, looked up by structure.
Cc1cc2nc(-c3ccc(SCC(=O)Nc4nccs4)nc3)[nH]c2cc1C is listed with PI5P4Ka inh = -5; PLK1 PBD inh = -6%; EPAC1 antagonist = -11%; WRN helicase inh = 0%; CCT chaperon mod = -4.5; MmCpn inh = 0%; EPAC1 agonist = -5%; EPAC2 antag = 7%
C=CCc1c(C)nc(-c2ccccc2)nc1N/N=C/c1ccncc1 is listed with PI5P4Ka inh = -3; PLK1 PBD inh = 2%; EPAC1 antagonist = -8%; WRN helicase inh = -10%; CCT chaperon mod = 0.6; MmCpn inh = -3%; EPAC1 agonist = -12%; EPAC2 antag = -5%
